Screens: PubChem BioAssay, several laboratories
V-ATPase pH – regulators of yeast V-ATPase proton transport; S. cerevisiae, pHLuorin cytosolic pH fluorescence; response, % at 10 µM; 0.37% of 350,000 active; in the data active = response mostly above about 7.3%, no sharp cut-off; inactive = mostly below about 5.4%; note: actives read high; inactives centre near 0; some compounds called inactive have numbers as strong as hits
Arr AP2 block – blocks beta-arrestin peptide binding to AP2 adaptin | FITC-arrestin peptide / GST-AP2 beads, flow cytometry; AP2 beta2 appendage carries R879A mutation | inhibition, % at 10 µM | 0.31% of 340,000 active;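 active = inhibition above a set limit, near 3 SD of compounds lacking own fluorescence, cut at about 54% in these data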;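 note: plate controls were DMSO wells for no effect and 5 µM unlabelled arrestin peptide for full effect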
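system = GST-tagged AP2 beta2-adaptin appendage (R879A) on 4 µm glutathione beads | reagent = FITC-labelled arrestin peptide probe, 50 nM final | schedule = compound with beads 12 min RT, then probe 1 h RT | signal = HyperCyt-sampled flow cytometry, FL1 channel, ex 488/em 535 nm | read-out = percent response from loss of bead-bound FITC fluorescence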
RTF Ca sens inh – cardiac RTF calcium desensitization; AID 493244; 0.12% of 340,000 active; IANBD-labeled cardiac RTF, Ca2+ fluorescence; inhibition, % at 7.15 µM; P19429+P45379;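 active = inhibition above the mean inhibition of all tested compounds plus 3 SD, cut at about 17% in these data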;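 note: assay run at fixed EC70 calcium of 1.6 mM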
DSG3 Ab inh – blocks pemphigus antibody binding to human desmoglein-3; P32926; DSG3-coupled beads, scFv-anti-DSG3-GFP binding, flow cytometry; stronger effect = lower value; binding (percent of control), % at 10 µM; 0.48% of 310,000 active; AID 588358;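 active = binding more than 3 SD below its plate's average and above zero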;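 note: hits lower antibody fragment binding to DSG3; some compounds called inactive have numbers as strong as hits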
Keap1-Nrf2 PPI – inhibitors of human Keap1-Nrf2 protein-protein interaction. Q14145. Keap1 Kelch-Nrf2 peptide fluorescence polarization, 1536-well. inhibition, % at 9.4 µM. 0.15% of 340,000 active. AID 504523; in the data active = inhibition above about 12%;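 note: human Keap1 Kelch domain with fluorescein labeled Nrf2 9mer peptide probe; 0% = neutral control wells and 100% = peptide positive control; higher means more block of Keap1 binding to Nrf2 peptide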
NSD2 inh – blocks human histone methyltransferase NSD2; AID 743445; O96028; 0.54% of 310,000 active; NSD2 peptide methylation, AlphaScreen, 120 min; inhibition, % at 12.5 µM; in the data active = inhibition above about 50%
DAGLB inh – blocks human DAGLB lipase activity. Q8NCG7. HEK293T DAGLB membrane lysate, EnzChek fluorogenic substrate. inhibition, % at 5.17 µM. 0.059% of 340,000 active. AID 504411; in the data active = inhibition above about 34%;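 note: 0% = enzyme with vehicle and 100% = wells lacking enzyme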
Target sequence (Q8NCG7 whole entry, looked up): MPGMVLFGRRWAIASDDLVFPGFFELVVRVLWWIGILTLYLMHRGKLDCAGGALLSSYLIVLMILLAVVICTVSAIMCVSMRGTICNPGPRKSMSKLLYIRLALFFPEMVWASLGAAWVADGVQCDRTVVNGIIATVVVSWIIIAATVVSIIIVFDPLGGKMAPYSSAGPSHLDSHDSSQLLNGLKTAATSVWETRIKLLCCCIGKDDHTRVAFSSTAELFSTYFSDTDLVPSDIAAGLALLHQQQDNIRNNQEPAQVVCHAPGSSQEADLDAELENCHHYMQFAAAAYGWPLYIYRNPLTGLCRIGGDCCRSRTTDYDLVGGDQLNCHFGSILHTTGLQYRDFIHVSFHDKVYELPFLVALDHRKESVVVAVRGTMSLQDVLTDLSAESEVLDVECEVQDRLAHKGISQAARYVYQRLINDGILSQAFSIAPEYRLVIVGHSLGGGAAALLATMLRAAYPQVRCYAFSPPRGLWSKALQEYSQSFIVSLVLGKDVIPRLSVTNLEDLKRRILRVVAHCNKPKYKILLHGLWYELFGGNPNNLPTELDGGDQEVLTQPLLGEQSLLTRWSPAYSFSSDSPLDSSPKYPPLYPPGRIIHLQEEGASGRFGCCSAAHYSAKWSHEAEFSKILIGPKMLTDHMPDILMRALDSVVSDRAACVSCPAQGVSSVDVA
CAL PDZ FP-1 – inhibitors of human CAL PDZ peptide binding; AID 602252; purified CAL PDZ, TMR-peptide fluorescence polarization, 1 h; Q9HD26; 0.92% of 300,000 active; inhibition, % at 24.9 µM;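 active = mean inhibition of at least 30% with at least half of replicates also reaching 30%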;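 note: 0% = DMSO neutral control and 100% = excess unlabeled competitor peptide PRC23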
C-LANA FP – inhibitors of KSHV LANA C-terminal domain DNA binding; inhibition, % at 9 µM; 0.078% of 340,000 active; MBP-C-LANA/FAM-LBS DNA binding, fluorescence polarization; AID 504423;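 active = highest replicate inhibition at or above 60% at 9 µM, even if other replicates fall short; inactive = all replicates below 60% inhibition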;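 note: 0% = neutral control wells and 100% = 4 µM acridine orange control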
CAL PDZ FP-2 – blocks peptide binding to human CAL PDZ domain; 0.02% of 330,000 active; inhibition, % at 20 µM; purified CAL PDZ, TMR-peptide fluorescence polarization, 1 h; AID 504414; Q9HD26;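 active = highest replicate inhibition of at least 40%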;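 note: plate controls were DMSO neutral control wells for no effect and unlabeled competitor peptide control wells for full effect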
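material = purified tagged CAL PDZ domain construct (CerCALP) | buffer or medium = sodium phosphate/NaCl buffer pH 7.4 with TCEP, IgG, Thesit | reagent = TMR-labelled reporter peptide T*-PRC34 bound in PDZ groove | incubation = 1 h room-temperature incubation prior to read | measured by = fluorescence polarization (mP) | evaluation = percent inhibition from loss of millipolarization | control set = unlabelled peptide and DMSO controls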
An asterisk follows results filed as active; · = no result given. Not all compounds are listed; rates above refer to the full screens.

The first 2 entries, ahead of the listing:
structure	Keap1-Nrf2 PPI	CAL PDZ FP-2	Arr AP2 block	V-ATPase pH	DAGLB inh	RTF Ca sens inh	NSD2 inh	CAL PDZ FP-1	C-LANA FP	DSG3 Ab inh
O=C(CN1C(=O)NC2(CCCCC2)C1=O)N1CCN(S(=O)(=O)/C=C/c2ccccc2)CC1	3.2	-2.1	32.6	-0.4	-1.6	-1.3	-0.5	-0.1	-1.4	106.5
CC1(C)CC(=O)C(C(c2cc([N+](=O)[O-])ccc2Cl)C2C(=O)CC(C)(C)CC2=O)C(=O)C1	·	·	-4.2	-1.9	·	·	-0.8	·	·	91.6

All compounds of this part, repeating the preview:
structure	Keap1-Nrf2 PPI	CAL PDZ FP-2	Arr AP2 block	V-ATPase pH	DAGLB inh	RTF Ca sens inh	NSD2 inh	CAL PDZ FP-1	C-LANA FP	DSG3 Ab inh
O=C(CN1C(=O)NC2(CCCCC2)C1=O)N1CCN(S(=O)(=O)/C=C/c2ccccc2)CC1	3.2	-2.1	32.6	-0.4	-1.6	-1.3	-0.5	-0.1	-1.4	106.5
CC1(C)CC(=O)C(C(c2cc([N+](=O)[O-])ccc2Cl)C2C(=O)CC(C)(C)CC2=O)C(=O)C1	·	·	-4.2	-1.9	·	·	-0.8	·	·	91.6
Cc1cc(NC(=O)CSc2ccc(-c3ccc(Br)cc3)nn2)no1	-5.5	-3.3	-15.8	-0.1	1.1	-0.1	-4.4	-1.4	2.2	97.0
COCCCn1c(=O)c2sccc2n2c(CCCC(=O)N(C)Cc3ccco3)nnc12	-4.7	-2.2	18.5	-2.9	-0.9	-7.9	0.9	-3.8	0.5	·
CCn1ncc(S(=O)(=O)NCc2ccco2)c1C	-4.2	-1.4	-16.5	-1.8	1.2	-1.8	1.0	-3.4	-0.2	·
COc1cc(C(N)=O)cc(Br)c1OCc1ccccc1	2.5	-1.7	0.2	0.6	-2.0	12.4	-4.4	-2.1	1.4	101.0
CCO/C=C/C(=O)N(C)CCC#N	-1.7	-1.1	0.8	0.6	0.6	-0.2	125.1*	-0.3	-0.1	·
COc1cccc(C(=O)Nc2nnc(S(=O)(=O)N(C)Cc3ccccc3)s2)c1	0.2	-2.1	2.9	-0.9	2.2	-5.4	-0.1	-2.1	-1.0	104.9
Cc1c(NC(=O)/C=C/c2ccc(S(=O)(=O)N3CCOCC3)cc2)c(=O)n(-c2ccccc2)n1C	-1.5	-2.2	-3.0	0.0	-3.9	-5.4	1.8	-0.8	-0.5	84.0
c1ccc(-c2nnc3sc(-c4ccncc4)nn23)cc1	-1.1	-0.7	-11.1	2.2	-0.7	-9.7	·	·	-0.5	105.5
O=C(c1ccncc1)N1CCCC(N2CCN(c3ccc(F)cc3)CC2)C1 (centres undefined)	-1.3	-0.1	1.5	-2.0	-0.7	2.5	-3.2	·	1.2	103.2
Cc1nc(C)n(C(=O)N(c2ccccc2)c2ccccc2)n1	-1.2	-2.6	-7.1	-1.0	-2.7	-17.6	-1.5	-1.9	-1.2	99.5
OCCN1CNC(=S)NC1	-4.1	-0.1	-19.4	5.0	0.6	0.2	-2.1	-3.9	-0.8	122.1
COC(=O)c1nn(-c2ccccc2)c(=O)cc1Sc1ccc(Cl)cc1	-3.2	-2.8	10.1	-1.0	-3.3	-9.1	3.0	-2.8	1.1	103.6
CCOC(=O)C1=C(C)NC2=C(C(=O)CCC2)C1c1ccc(N(C)C)cc1 (centres undefined)	-0.8	0.6	9.7	0.6	0.7	5.0	3.0	7.0	0.4	96.5
CCOC(=O)c1nn(-c2ccc(C)cc2)c(=O)cc1OCC(=O)Nc1ccc(OC)cc1	-2.6	-0.4	0.0	2.8	-1.2	-9.9	-0.3	4.3	2.2	116.4
Cc1ccc(NCCC(=O)c2cccc([N+](=O)[O-])c2)cc1	-2.2	-2.0	3.7	2.6	-5.0	-4.3	5.1	-3.3	0.1	104.2
CC(=O)Nc1ccc(/C=C(\C#N)C(=O)NC2CCCCC2C)cc1 (centres undefined)	-1.1	-0.7	-3.6	-2.3	1.0	-6.7	-2.2	-8.6	-0.5	105.8
CC(=O)Nc1ccc(C(=O)CSc2nnc(-c3ccc(O)cc3)n2CC2CCCO2)cc1 (centres undefined)	-0.8	-1.5	1.4	2.1	-0.9	-22.1	0.9	-1.9	-0.2	85.9
Cc1oc(-c2cccc(Cl)c2)nc1CN1CCC(C(=O)NC2CC2)CC1	-2.7	-3.5	21.6	8.2	-0.1	-4.2	-1.4	-0.5	0.7	101.9
CCCC1(c2ccccc2)NC(=O)N(CC(=O)NCc2ccc(OC)cc2)C1=O (centres undefined)	-3.9	-2.2	3.3	3.8	-6.4	-12.9	-2.2	-3.0	1.8	90.5
COC(=O)c1cc(-c2cccs2)[nH]n1	0.4	-3.6	·	-2.1	-1.7	0.8	-0.5	-2.5	0.1	102.5
COc1ccc(NC(=O)CN(C)C(=O)/C=C/c2cn(-c3ccccc3)nc2-c2ccc(C)cc2)cc1	-0.8	-0.4	-0.1	-1.1	-3.0	6.4	-2.6	1.2	-18.3	97.3
COc1ccc(C=NNc2ccc([N+](=O)[O-])cn2)cc1	-5.6	-1.9	4.5	-13.8	1.9	-2.6	0.0	-1.8	7.6	117.9
C=CCNC(=S)Nc1sc2c(c1C(=O)OCC)CC(C)(CC)OC2 (centres undefined)	-3.2	-2.2	-5.0	·	-3.8	0.5	1.0	-2.5	-0.1	132.6
O=C(N/N=C/C1C(c2ccccc2)C1(Cl)Cl)c1cccc(Cl)c1 (centres undefined)	-6.1	-1.3	-0.9	-2.1	-1.3	0.9	-2.2	-0.7	1.1	96.4
COc1ccc(-c2nn(-c3ccccc3)cc2C(=O)N2CCN(S(=O)(=O)c3ccccc3[N+](=O)[O-])CC2)cc1	-1.6	-1.0	-3.1	-1.8	-2.2	-1.3	1.7	-3.6	0.2	99.3
CC(C)C(NC(=O)c1ccco1)C(=O)OCC(=O)NCCc1ccccc1 (centres undefined)	-3.7	0.3	2.6	-0.9	-2.2	-4.3	-5.4	-3.5	1.3	102.9
CCN(CC)C(=S)Nc1ccc(C(=O)OC)cc1	-4.1	0.0	7.1	-1.3	-1.0	0.5	1.3	-5.4	-0.7	98.9
CC1CCC(NC(=O)COC(=O)C2=NN(c3ccccc3)C(=O)CC2)CC1 (centres undefined)	-3.7	-0.7	-2.6	-1.1	-1.4	-6.6	0.6	·	0.2	·
O=C(O)CSCC(=O)Nc1cccc2ccccc12	3.6	0.0	-4.6	-1.1	0.9	-19.9	-5.0	-5.7	-1.6	102.1
Cc1ccc(NC(=O)C2CCCN2S(=O)(=O)c2cccc3cccnc23)c(C)c1 (centres undefined)	-1.6	-0.2	17.8	-2.3	-2.7	1.8	1.4	·	0.2	96.2
CCSc1nnc(-c2cccnc2)n1-c1ccc(Cl)c(C)c1	-1.7	-0.6	6.2	1.9	-0.1	-0.1	0.0	-1.0	-0.8	106.7
Cc1ccc(OCC(=O)NNC(=O)c2ccco2)c(C)c1	1.4	-1.7	28.7	-1.1	-2.6	-0.7	0.0	-1.0	-1.8	100.2
CC1CCCCN1CCn1cnc2c([nH]c3ccccc32)c1=O (centres undefined)	-1.5	0.0	-7.2	-2.4	-1.8	1.9	·	-4.9	-2.2	105.4
NC(=O)C1CCN(Cc2nc3cc(C(F)(F)F)ccc3c(=O)[nH]2)CC1	1.5	-2.5	28.0	2.0	0.6	-0.9	0.8	-1.1	1.1	92.2
Cc1ccc2nc(Cl)nc(-c3ccccc3)c2c1	-2.9	11.2	-36.9	0.9	-7.7	-2.2	-4.0	-4.7	-0.6	110.3
CC(=O)Nc1ccc(NS(=O)(=O)c2ccc3c(c2)n(C)c(=O)n3C)cc1	0.0	-0.6	40.7	-3.1	2.5	-4.7	-2.8	-0.1	-0.7	100.5
COc1ccc(N2CC(C(=O)N[C@H](C(=O)NC3CCCC3)C(C)C)CC2=O)cc1 (some centres undefined)	-4.3	-3.1	7.9	-1.6	1.6	2.1	21.0	-0.6	0.4	·
O=[N+]([O-])c1ccc(S(=O)(=O)N2CCN=C2SCc2cccnc2)cc1	-1.9	-0.8	10.7	-3.1	-0.3	9.3	2.8	-2.1	0.6	86.6
O=C(O)CSc1nnc(-c2ccc3c(c2)OCO3)n1-c1ccccc1	2.1	-1.6	34.8	-1.1	-0.7	-9.6	-2.4	-6.0	0.9	100.6
O=S(=O)(Nc1cccc2ncccc12)c1cccc(C(F)(F)F)c1	1.9	-0.2	6.2	-0.3	2.8	-11.3	3.7	14.5	-0.7	116.5
COc1ccc(CCNC(=O)c2ccc(CS(=O)(=O)Cc3cccc(C)c3)o2)cc1OC	-0.9	-1.9	3.7	-0.5	1.4	-3.4	2.4	3.6	-0.9	95.3
CN(C(=O)COC(=O)c1ccc(S(=O)(=O)N2CCCC2)cc1)c1ccccc1	-4.2	-0.4	27.2	1.6	1.4	-0.3	-11.0	4.1	0.7	111.3
O=C(CCn1c(=O)c2ccccc2n(CC(=O)NC2CCCC2)c1=O)NCc1ccco1	1.8	·	-3.2	-1.2	1.1	1.5	-0.8	-1.4	0.8	99.9
Cc1nnc(SCC(=O)Nc2nc(-c3ccccc3)cs2)n1N	-9.4	0.8	-27.6	-1.9	0.3	3.2	5.6	-2.5	-1.2	103.3
COc1ccc(OC)c(NC(=O)NNC(=O)COc2ccc(-c3ccccc3)cc2)c1	4.2	-1.6	-10.4	3.2	-2.0	-4.2	-1.1	-5.1	3.0	104.2
COc1cc([N+](=O)[O-])c2nccnc2c1	-3.8	-2.8	10.8	2.3	0.0	-6.0	-0.7	9.0	-0.5	96.3
O=C1NCCCc2c1no[n+]2[O-]	-0.8	-2.5	8.4	·	0.2	-7.5	-1.3	-4.6	1.9	125.5
Cc1cccc(Cn2ccc(-c3ccc(Cl)cc3)c(C#N)c2=O)c1	-4.4	-0.9	-0.9	0.5	0.5	-3.5	0.6	-0.9	-0.3	94.7
CCN(CC)C(=O)[C@H]1C[C@H](CC(=O)NC/C=C(\C)CCC=C(C)C)C(=O)N2CCc3c([nH]c4cc(-c5ccco5)ccc34)[C@]12C	0.6	0.3	14.6	-1.4	0.0	0.4	·	2.6	-2.4	98.5
O=C(CCn1cnc2ccccc2c1=O)Nc1ccc(S(=O)(=O)N2CCCC2)cc1	6.0	-1.7	-3.9	-1.9	-2.6	1.1	-0.4	-2.5	2.4	98.9
CC1CCc2nc(N)c(C#N)c(-c3ccncc3)c2C1 (centres undefined)	-3.3	-0.3	3.2	-5.5	-3.6	8.9	·	-1.8	-1.4	·
Cn1nc(-c2ccccc2)cc1NC(=O)c1cccs1	1.3	0.1	5.9	-0.3	-3.2	-0.2	44.7	·	15.0	103.1
c1ccc2oc(-c3nn4c(Cn5cnc6ccccc65)nnc4s3)cc2c1	-8.5	-2.6	12.5	-0.3	-1.5	-6.4	0.7	0.5	-0.6	92.3
